Compound activity as filed in PubChem BioAssay.
PLC-gamma1 inh – PLC-gamma1 (human) inhibition, primary screen; actives 0.84% (n = 370,000); AID 720700; purified PLC-gamma1, fluorogenic substrate, fluorescence; inhibition, % at 12.2 µM; in the data active = inhibition above about 9.5%
PLCb3 inh – blocks human PLC-beta3 enzyme activity; actives 0.18% (n = 370,000); inhibition, % at 12.2 µM; Q01970; Purified PLC-beta3, fluorogenic substrate, fluorescence; in the data active = inhibition above about 11%;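 note: 0% = median of compound wells on plate and 100% = full blocker control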
ARFGAP1 inh – rat ARFGAP1 inhibition; Arfgap1-stimulated ARF1 GTP hydrolysis, GDP FP detection; AID 651572; actives 0.26% (n = 360,000); inhibition, % at 16.5 µM; Q62848;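 active = inhibition above a per-plate limit, mean inhibition of low control wells plus 3 SD, cut at about 25% in these data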;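 note: 0% = DMSO wells with enzyme and 100% = wells lacking Arfgap1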
Target sequence (Q62848 1-136 limits assumed): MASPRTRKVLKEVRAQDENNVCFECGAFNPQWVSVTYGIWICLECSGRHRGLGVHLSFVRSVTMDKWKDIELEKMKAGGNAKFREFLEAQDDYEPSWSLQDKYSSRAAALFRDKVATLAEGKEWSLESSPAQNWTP
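System: truncated rat Arfgap1 GAP domain / Benchmarks: high control wells lacking Arfgap1, low control full reaction with DMSO / Times: compound-enzyme preincubation 20 min, reaction 120 min, detection 60 min, 25 °C / Repeats: one replicate per compound / Also added: human ARF1(Δ1-17)-GTP substrate / Measured by: Tracer-displacement fluorescence polarization with EDTA stop, 620/688 nm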
ASAP1 GAP inh – ASAP1 ArfGAP inhibition. inhibition, % at 16.5 µM. actives 0.19% (n = 360,000). ASAP1-stimulated ARF1 GTP hydrolysis, GDP FP detection. AID 624377. Q9ULH1; in the data active = inhibition above about 25%;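 note: 0% = vehicle with enzyme and substrate and 100% = no enzyme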
Target sequence (Q9ULH1 325-724 limits assumed): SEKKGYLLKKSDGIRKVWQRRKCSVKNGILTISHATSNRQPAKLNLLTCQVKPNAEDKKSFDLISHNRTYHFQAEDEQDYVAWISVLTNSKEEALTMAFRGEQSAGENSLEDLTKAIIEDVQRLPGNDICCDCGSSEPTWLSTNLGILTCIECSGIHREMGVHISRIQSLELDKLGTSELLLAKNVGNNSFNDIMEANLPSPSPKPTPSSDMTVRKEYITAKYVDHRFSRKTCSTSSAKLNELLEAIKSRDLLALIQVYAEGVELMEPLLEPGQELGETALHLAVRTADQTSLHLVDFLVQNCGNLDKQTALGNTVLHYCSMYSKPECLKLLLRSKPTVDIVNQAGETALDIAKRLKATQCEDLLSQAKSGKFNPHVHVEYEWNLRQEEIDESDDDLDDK
Rev-erbA mod – Rev-erb alpha (human) modulation; AID 1259318; Rev-erbα–FITC-DNA binding, fluorescence polarization, 90 min; actives 0.79% (n = 370,000); P20393; activity, % at 10 µM;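 active = activity above about 14%, limit read from the data; passing the limit was not always enough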;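 note: 0% = DMSO wells with 35 nM protein and 100% = DMSO wells with 750 nM protein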
HGIII-sPLA2 inh – Inhibits HGIII-sPLA2 liposome hydrolysis, primary screen. QFRET BODIPY PC-A2 liposome hydrolysis, fluorescence. AID 743126. actives 0.56% (n = 370,000). inhibition, % at 12.2 µM;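 active = inhibition above mean plus 3 SD of compounds lying within the high and low control bounds, cut at about 19% in these data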;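 note: 0% = median of test compound wells and 100% = no enzyme DMSO wells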
Target sequence (Q9NZ20 whole entry, looked up): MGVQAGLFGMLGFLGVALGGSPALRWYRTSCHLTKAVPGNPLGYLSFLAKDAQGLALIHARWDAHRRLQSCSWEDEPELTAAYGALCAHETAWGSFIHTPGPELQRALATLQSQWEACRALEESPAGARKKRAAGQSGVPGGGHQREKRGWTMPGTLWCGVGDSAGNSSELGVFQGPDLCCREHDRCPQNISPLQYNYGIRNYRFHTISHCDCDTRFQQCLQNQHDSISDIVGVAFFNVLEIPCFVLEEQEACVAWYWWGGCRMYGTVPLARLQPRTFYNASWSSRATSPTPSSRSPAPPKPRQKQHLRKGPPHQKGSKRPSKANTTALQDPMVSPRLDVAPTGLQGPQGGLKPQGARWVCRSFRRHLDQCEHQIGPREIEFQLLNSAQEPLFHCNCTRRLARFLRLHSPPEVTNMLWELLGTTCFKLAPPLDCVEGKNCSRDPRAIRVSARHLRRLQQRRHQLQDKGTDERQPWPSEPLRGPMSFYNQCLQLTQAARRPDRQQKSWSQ
KLK7 zymogen act – activates the human kallikrein-7 zymogen; AID 652039; actives 0.9% (n = 370,000); P49862; activation, % at 7 µM; purified proKLK7, EDANS-DABCYL substrate fluorescence; 100% is mature enzyme control, 0% vehicle;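 active = activation above the mean of all tested compounds plus 3 SD, computed per campaign excluding outliers beyond control limits, cut at about 13% in these data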
Tn7 DDE FP – disrupts Tn7 cyclic peptide binding to fibrin D-Dimer-E complex; actives 0.13% (n = 370,000); inhibition, % at 8.3 µM; FP displacement of FITC-Tn7 peptide from fibrin DD(E); 0% = median of compound wells per plate;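 active = inhibition above the mean of compounds falling within the control limits plus 3 SD of them, cut at about 14% in these data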;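 note: 0% = plate median of compound wells and 100% = 10 µM Aha-Tn7 peptide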
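System: human fibrin DD(E); quantity: Fibrin-DD(E) at 2 µM final; also added: fluorescent Tn7 probe at 0.1 µM; compound dosing: single nominal test concentration of 8.3 µM per compound; schedule: 10 min preincubation, 3 h with tracer, room temperature; detection: fluorescence polarization of the labelled Tn7 tracer; repeats: one replicate per compound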
UHRF1 binding – blocks human UHRF1 binding to methylated DNA; inhibition, % at 4.4 µM; actives 0.75% (n = 370,000); UHRF1 binding to methylated oligo, TR-FRET; AID 687016; Q96T88; in the data active = inhibition above about 21%;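 note: UHRF1 SRA domain binding a hemimethylated CpG hairpin DNA probe; 0% = median of test compound wells and 100% = reference inhibitor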
DDE Tn6 FP inh – inhibitors of Tn6 peptide binding to human fibrin DD(E); Fibrin DD(E) TRITC-Tn6 fluorescence polarization displacement; actives 0.21% (n = 370,000); inhibition, % at 8.3 µM; P02675;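 active = inhibition above a per-campaign cutoff: mean of compounds within control limits plus 3 SD, cut at about 15% in these data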;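 note: 0% = median of all compound wells on the plate and 100% = blocking peptide control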
Numbers without * were called inactive; i = inactive.

SMILES | PLC-gamma1 inh | PLCb3 inh | ARFGAP1 inh | ASAP1 GAP inh | Rev-erbA mod | HGIII-sPLA2 inh | KLK7 zymogen act | Tn7 DDE FP | UHRF1 binding | DDE Tn6 FP inh
CCN(C(=O)CN1C(=O)NC(CCSC)C1=O)C1CCS(=O)(=O)C1 (stereo not given) | 1 | -5 | -5 | 2 | -1 | 16 | 0.9 | 5 | 0 | 5
CCn1c(CCC(=O)Nc2nc3c(s2)CCCC3)nc2cc(S(=O)(=O)N(C)C)ccc21 | -4 | -3 | 1 | 1 | -7 | -6 | 0.7 | 1 | 2 | -1
CS(=O)(=O)N1Cc2cc(C(=O)NCC3CC3)nc(-c3cccc(-c4cccnc4)c3)c2[C@@H]1CCO | 0 | 1 | 4 | 6 | -5 | 1 | 0.8 | -3 | 0 | 2
c1ccc(-n2nnnc2-c2cccnc2)cc1 | 3 | 0 | -1 | -2 | 5 | -1 | -0.3 | -4 | 0 | -1
Cc1ccc(NC(=O)CCC(=O)c2cccs2)c(Br)c1 | -3 | -5 | 10 | 1 | -5 | -5 | -0.3 | 7 | -3 | 5
COc1cc(/C=C/C(=O)O)cc(S(=O)(=O)Nc2ccccc2Oc2ccccc2)c1OC | 3 | -5 | 2 | 15 | 0 | -3 | 0.2 | 2 | 6 | 3
CCN(CC)C(=O)[C@H]1C[C@H](CC(=O)NCCCN(C)C)C(=O)N2CCc3c([nH]c4ccc(Cl)cc34)[C@]12C | 0 | 0 | -3 | -7 | -10 | -2 | 0.5 | 2 | 0 | -2
COc1cccc(-c2cnc(C(O)c3cc(Cl)cc(Cl)c3)[nH]2)c1 (stereo not given) | 4 | -2 | 4 | -6 | 9 | -9 | 0.1 | 3 | 6 | -7
CC(CNC(=O)CN1C(=O)COc2ccc(S(=O)(=O)N3CCCCC3)cc21)c1ccccc1 (stereo not given) | 4 | -13 | 10 | -5 | -1 | 3 | -0.3 | 5 | 4 | 4
CCN(CC)CCNC(=O)c1ccc(NC(=O)c2ccccc2-c2ccc(C(F)(F)F)cc2)cc1 | 5 | -2 | 13 | -1 | 2 | -6 | 0.0 | 3 | 1 | 1
O=C(CCc1ccccc1)OCC(=O)c1ccc([N+](=O)[O-])cc1 | 3 | 0 | 0 | -13 | 4 | -4 | 0.6 | 4 | -4 | -2
Cc1ccc(NC(=O)CN(c2ccccc2F)S(C)(=O)=O)cc1 | 2 | 0 | -7 | 6 | 0 | 4 | 0.2 | -5 | 1 | -5
CCCCN(C)CCNC(=O)c1cc2cc3ccc(OC)cc3nc2o1 | i | i | 2 | 15 | 4 | -2 | 100* | -2 | -14 | 5
CCc1nccn1CCC(=O)NC1CC(C)(C)Cc2c1cnn2-c1cccc(F)c1 (stereo not given) | 3 | -6 | 14 | -3 | 1 | 1 | -0.5 | 0 | 1 | -13
COC(=O)CSc1cc(C)nc(NC(C)=O)n1 | 7 | -3 | 3 | -9 | -4 | 1 | -0.8 | -5 | 0 | -1
Cc1ccc(O)c(NC(=S)NC(=O)/C=C/c2ccco2)c1 | -10 | -16 | -7 | -5 | 5 | 5 | -0.3 | 0 | -4 | -6
CCOc1ccsc1C(=O)O | 1 | -4 | -6 | 0 | -2 | 0 | -0.5 | 4 | 0 | 6
Cc1ccsc1C(=O)N(C)CC(=O)Nc1ccccc1Br | 5 | 5 | 10 | 8 | 1 | 0 | -0.1 | -14 | 2 | -4
CCOC(=O)c1c(C)[nH]c(C(=O)COC(=O)C(C)N2C(=O)C3CCCCC3C2=O)c1C (stereo not given) | 1 | 0 | 7 | -4 | 2 | -12 | 0.0 | -3 | -3 | -1
CC(C)c1c(O)c2c(n(-c3ccccc3)c1=O)CCCC2 | -5 | -5 | 9 | -7 | 2 | -4 | 0.1 | 3 | -1 | 2

Single records (already shown).
CCCCN(C)CCNC(=O)c1cc2cc3ccc(OC)cc3nc2o1 reads PLC-gamma1 inh: i; PLCb3 inh: i; ARFGAP1 inh: 2; ASAP1 GAP inh: 15; Rev-erbA mod: 4; HGIII-sPLA2 inh: -2; KLK7 zymogen act: 100*; Tn7 DDE FP: -2; UHRF1 binding: -14; DDE Tn6 FP inh: 5
Cc1ccsc1C(=O)N(C)CC(=O)Nc1ccccc1Br reads PLC-gamma1 inh: 5; PLCb3 inh: 5; ARFGAP1 inh: 10; ASAP1 GAP inh: 8; Rev-erbA mod: 1; HGIII-sPLA2 inh: 0; KLK7 zymogen act: -0.1; Tn7 DDE FP: -14; UHRF1 binding: 2; DDE Tn6 FP inh: -4

3 of the compounds above, field by field.
CCCCN(C)CCNC(=O)c1cc2cc3ccc(OC)cc3nc2o1
  PLC-gamma1 inh = i; PLCb3 inh = i; ARFGAP1 inh = 2; ASAP1 GAP inh = 15; Rev-erbA mod = 4; HGIII-sPLA2 inh = -2; KLK7 zymogen act = 100*; Tn7 DDE FP = -2; UHRF1 binding = -14; DDE Tn6 FP inh = 5
CCc1nccn1CCC(=O)NC1CC(C)(C)Cc2c1cnn2-c1cccc(F)c1 (stereo not given)
  PLC-gamma1 inh = 3; PLCb3 inh = -6; ARFGAP1 inh = 14; ASAP1 GAP inh = -3; Rev-erbA mod = 1; HGIII-sPLA2 inh = 1; KLK7 zymogen act = -0.5; Tn7 DDE FP = 0; UHRF1 binding = 1; DDE Tn6 FP inh = -13
COC(=O)CSc1cc(C)nc(NC(C)=O)n1
  PLC-gamma1 inh = 7; PLCb3 inh = -3; ARFGAP1 inh = 3; ASAP1 GAP inh = -9; Rev-erbA mod = -4; HGIII-sPLA2 inh = 1; KLK7 zymogen act = -0.8; Tn7 DDE FP = -5; UHRF1 binding = 0; DDE Tn6 FP inh = -1

Further compounds:
SMILES | PLC-gamma1 inh | PLCb3 inh | ARFGAP1 inh | ASAP1 GAP inh | Rev-erbA mod | HGIII-sPLA2 inh | KLK7 zymogen act | Tn7 DDE FP | UHRF1 binding | DDE Tn6 FP inh
COc1cccc(C(=O)NC(=S)Nc2ccccc2N2CCCC2)c1 | -14 | -18 | 3 | 8 | -2 | 9 | 0.2 | -6 | -11 | 0
COc1ccccc1OCC(=O)OCC(=O)NC1CCCCC1 | 5 | 4 | -15 | -19 | -6 | 8 | -0.3 | -7 | 2 | -2
O=C(NCCN1CCOCC1)C1CC(=O)N(c2ccc(F)cc2)C1 (stereo not given) | 3 | -2 | 0 | -5 | 0 | 8 | 0.3 | 2 | 6 | 0
COc1cc(/C=N/NC2=NS(=O)(=O)c3ccccc32)ccc1OC(C)=O | 4 | 1 | -3 | 10 | 4 | -9 | -0.7 | 1 | -4 | -5
Cc1ccsc1/C=N/NC(=O)c1c[nH]c2ccccc12 | 1 | 3 | 7 | 16 | 5 | -2 | -0.3 | -8 | 1 | -1
Cc1cc(C)nc(SCc2ccc(F)cc2)n1 | -2 | -10 | -9 | 14 | -4 | -2 | 0.2 | 4 | 23* | -5
CCOC(=O)c1ccc(NC(=S)N2CCSC2c2ccc(OC)cc2)cc1 (stereo not given) | 1 | 0 | 4 | 3 | 1 | -4 | -0.2 | -2 | 2 | -11
Cc1ccc(CNC(=O)C2=NNC(=O)CC2)cc1 | 4 | 1 | 13 | -8 | 0 | 1 | 0.3 | -5 | -1 | 6
C/C(=N\NC(=O)CSc1nc2ccccc2o1)c1cccc(O)c1 | 0 | -1 | 6 | -3 | -6 | 9 | 0.3 | -6 | -1 | 10
Cc1cccn2c(=O)c3cc(C(=O)NCc4ccc(F)cc4)c(=N)n(CC4CCCO4)c3nc12 (stereo not given) | -392 | i | -4 | -6 | -7 | 2 | -4.5 | 1 | -1 | -4
CCOc1ccc(NC(=O)Cn2cncc2-c2ccc([N+](=O)[O-])cc2)cc1 | 1 | -3 | 11 | 21 | -6 | -9 | -0.4 | 1 | 1 | -1
c1csc(C2=Nn3c(nnc3-c3ccncc3)SC2)c1 | 5 | 2 | 4 | 0 | 3 | 1 | 0.3 | 4 | -9 | 3
CCCC1=C(C(=O)OCC)C(c2ccccc2OCC)NC(=O)N1C (stereo not given) | 0 | 4 | 0 | -2 | -3 | 0 | -0.1 | 1 | 1 | -2
Cc1ccnc(NC(=O)CCC(=O)N(Cc2ccco2)C(C(=O)NC(C)C)c2ccc(F)cc2)c1 (stereo not given) | 2 | -11 | -9 | -8 | 10 | 9 | 0.4 | 3 | 0 | -7
C#CCn1c(=O)cc(C)c2ccccc21 | 1 | -3 | 8 | -1 | 5 | -2 | 0.2 | -5 | 0 | 7
O=C(COC(=O)C1=COCCO1)Nc1ccc(F)c(F)c1 | 2 | 4 | -14 | 5 | 5 | -1 | 0.7 | -4 | -1 | -1
COC(=O)C1Cc2ccccc2CN1S(=O)(=O)c1ccc(F)cc1 (stereo not given) | 0 | -6 | -1 | 14 | 4 | -4 | -0.3 | 0 | -1 | -6
Cc1ccc(S(=O)(=O)N2CCC(C(=O)N3CC(C)OC(C)C3)CC2)cc1 (stereo not given) | 3 | -3 | -2 | -6 | -1 | -4 | -0.3 | -4 | -2 | -4
CCCNc1c(N)c(=O)c1=O | 5 | -3 | -4 | 5 | -5 | -4 | -0.3 | 0 | 0 | 9
O=C(c1cccc(Cl)c1)N1CCN(C2CCCCC2)CC1 | 6 | -3 | -11 | -4 | -7 | -2 | 0.3 | -1 | 4 | 4

Structural class, the entries above containing a nitro group on carbon (two)
SMILES | PLC-gamma1 inh | PLCb3 inh | ARFGAP1 inh | ASAP1 GAP inh | Rev-erbA mod | HGIII-sPLA2 inh | KLK7 zymogen act | Tn7 DDE FP | UHRF1 binding | DDE Tn6 FP inh
O=C(CCc1ccccc1)OCC(=O)c1ccc([N+](=O)[O-])cc1 | 3 | 0 | 0 | -13 | 4 | -4 | 0.6 | 4 | -4 | -2
CCOc1ccc(NC(=O)Cn2cncc2-c2ccc([N+](=O)[O-])cc2)cc1 | 1 | -3 | 11 | 21 | -6 | -9 | -0.4 | 1 | 1 | -1

Next entries.
SMILES | PLC-gamma1 inh | PLCb3 inh | ARFGAP1 inh | ASAP1 GAP inh | Rev-erbA mod | HGIII-sPLA2 inh | KLK7 zymogen act | Tn7 DDE FP | UHRF1 binding | DDE Tn6 FP inh
CN(C)S(=O)(=O)N(CC(=O)Nc1ccccc1F)c1ccccc1 | 0 | 1 | 9 | -8 | -3 | 9 | -0.2 | 8 | 3 | 4
CCOC(=O)N1CCC(Nc2c(Nc3ccc(C)c(C)c3)c(=O)c2=O)CC1 | -7 | -6 | -13 | 5 | 4 | 4 | -0.8 | 2 | 7 | -5
Cc1ccccc1S(=O)(=O)/N=C(/Nc1c(C)n(C)n(-c2ccccc2)c1=O)c1ccccc1 | 2 | -4 | -2 | -5 | -7 | 1 | 0.3 | -6 | -1 | 3
Cc1cccc(NC(=O)CCC(=O)OCC(=O)c2ccc(Oc3ccc([N+](=O)[O-])cc3)cc2)c1 | 2 | 6 | -5 | 6 | -5 | -6 | -0.8 | -6 | 0 | -2
Cc1ccc(-c2nnn(CC(=O)N(c3ccccc3)C(C(=O)NCC3CCCO3)c3ccc(Cl)cc3)n2)cc1 (stereo not given) | -1 | 1 | 12 | -7 | -4 | -1 | -0.3 | 0 | -1 | 0
Cc1ccc(NC(=O)Cn2c(=O)cnc3ccccc32)cc1S(=O)(=O)N1CCCCC1 | -9 | -19 | -5 | -3 | 7 | -7 | 1.3 | 2 | 7 | -3
